# Cav3 T inh: human Cav3.2 channel inhibition, primary screen; Cav3.2-expressing cells, Fluo-4 calcium fluorescence FDSS; hits give low values; 100,000 tested, 4% active; B-score at 10 µM; O95180;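 active = single-dose well whose peak fluorescence ratio is a statistical outlier from its plate by either plate-standardised score or position-corrected B-score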
# Target sequence (O95180 whole entry, looked up): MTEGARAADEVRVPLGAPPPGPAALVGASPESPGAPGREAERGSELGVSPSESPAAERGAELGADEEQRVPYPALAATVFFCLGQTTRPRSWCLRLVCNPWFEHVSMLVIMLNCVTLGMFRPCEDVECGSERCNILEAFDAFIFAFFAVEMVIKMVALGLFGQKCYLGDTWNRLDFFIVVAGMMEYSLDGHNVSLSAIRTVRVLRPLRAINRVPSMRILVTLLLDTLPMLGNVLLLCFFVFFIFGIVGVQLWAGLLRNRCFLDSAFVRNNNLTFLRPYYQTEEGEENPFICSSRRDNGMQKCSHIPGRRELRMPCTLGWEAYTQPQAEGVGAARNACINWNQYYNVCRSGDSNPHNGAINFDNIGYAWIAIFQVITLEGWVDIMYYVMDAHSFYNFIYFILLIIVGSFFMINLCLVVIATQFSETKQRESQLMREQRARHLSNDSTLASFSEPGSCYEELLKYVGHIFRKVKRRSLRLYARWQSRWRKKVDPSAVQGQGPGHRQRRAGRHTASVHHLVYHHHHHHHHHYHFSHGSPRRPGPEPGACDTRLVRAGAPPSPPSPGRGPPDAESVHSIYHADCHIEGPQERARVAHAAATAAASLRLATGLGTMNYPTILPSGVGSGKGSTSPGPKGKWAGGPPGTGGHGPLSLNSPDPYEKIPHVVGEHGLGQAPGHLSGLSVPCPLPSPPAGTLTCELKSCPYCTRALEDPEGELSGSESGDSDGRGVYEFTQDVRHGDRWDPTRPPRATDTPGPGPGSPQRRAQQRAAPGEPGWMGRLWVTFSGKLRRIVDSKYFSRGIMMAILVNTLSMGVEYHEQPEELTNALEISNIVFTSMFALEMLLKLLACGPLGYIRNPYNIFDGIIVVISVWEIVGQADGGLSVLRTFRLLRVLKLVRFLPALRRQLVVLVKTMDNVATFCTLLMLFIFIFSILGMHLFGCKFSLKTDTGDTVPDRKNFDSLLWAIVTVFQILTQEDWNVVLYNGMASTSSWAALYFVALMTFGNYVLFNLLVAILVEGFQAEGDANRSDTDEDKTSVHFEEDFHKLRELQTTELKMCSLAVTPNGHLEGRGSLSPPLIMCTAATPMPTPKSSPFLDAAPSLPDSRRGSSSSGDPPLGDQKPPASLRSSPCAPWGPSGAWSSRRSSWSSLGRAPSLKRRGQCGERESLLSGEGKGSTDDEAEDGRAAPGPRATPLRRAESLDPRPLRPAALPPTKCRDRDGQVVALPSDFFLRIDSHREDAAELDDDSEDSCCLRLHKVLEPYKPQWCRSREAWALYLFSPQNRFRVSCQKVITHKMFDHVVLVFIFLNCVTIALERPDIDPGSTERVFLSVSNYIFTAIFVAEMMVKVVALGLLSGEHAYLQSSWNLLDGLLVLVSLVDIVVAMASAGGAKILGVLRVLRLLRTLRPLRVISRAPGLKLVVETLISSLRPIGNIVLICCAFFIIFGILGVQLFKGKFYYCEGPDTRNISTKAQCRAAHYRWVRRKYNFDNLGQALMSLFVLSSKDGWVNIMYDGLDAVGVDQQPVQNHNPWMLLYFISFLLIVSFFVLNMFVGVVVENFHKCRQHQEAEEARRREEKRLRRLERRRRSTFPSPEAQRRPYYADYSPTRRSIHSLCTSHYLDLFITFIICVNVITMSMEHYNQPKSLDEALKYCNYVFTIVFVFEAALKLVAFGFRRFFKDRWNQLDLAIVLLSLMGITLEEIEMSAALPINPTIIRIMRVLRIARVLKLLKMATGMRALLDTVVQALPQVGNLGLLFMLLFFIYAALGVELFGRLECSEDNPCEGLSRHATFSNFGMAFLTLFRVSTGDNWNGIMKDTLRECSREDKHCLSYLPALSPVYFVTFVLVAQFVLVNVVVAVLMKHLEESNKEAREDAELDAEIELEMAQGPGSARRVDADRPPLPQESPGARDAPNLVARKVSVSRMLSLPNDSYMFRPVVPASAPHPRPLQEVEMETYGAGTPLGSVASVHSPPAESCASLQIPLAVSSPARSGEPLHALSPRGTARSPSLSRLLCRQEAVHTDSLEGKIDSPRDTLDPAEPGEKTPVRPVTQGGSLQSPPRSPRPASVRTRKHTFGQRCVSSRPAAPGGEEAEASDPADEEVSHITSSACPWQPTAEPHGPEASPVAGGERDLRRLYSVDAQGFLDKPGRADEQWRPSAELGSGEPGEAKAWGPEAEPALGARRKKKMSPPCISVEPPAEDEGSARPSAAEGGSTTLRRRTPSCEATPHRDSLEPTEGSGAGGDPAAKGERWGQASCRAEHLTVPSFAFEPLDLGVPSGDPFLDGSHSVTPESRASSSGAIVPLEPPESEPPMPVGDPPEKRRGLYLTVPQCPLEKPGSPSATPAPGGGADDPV
# An asterisk follows results filed as active.
Structure | Cav3 T inh
O=C(Cn1nnc(-c2ccccc2Cl)n1)N1CCN(S(=O)(=O)c2ccc(Cl)cc2)CC1 | -2.4
CCOC(=O)c1sc2nc(SC)nc(-c3ccc(Cl)cc3)c2c1N | -0.39
COc1ccc(C(=O)OCC(=O)Nc2ccc(OC(F)F)cc2)c(OC)c1 | -1
CN1CCN(CC(O)COCc2ccc3c(c2)OCO3)CC1 (configuration not stated) | -0.19
CCCCNC(=O)Cc1cc(=O)[nH]c(=O)[nH]1 | 0.22
O=S(=O)(c1ccc2c(c1)OCCO2)N1CCN(Cc2ccccc2)CC1 | -0.69
CCCCC(=O)Nc1ccc2oc(-c3cccnc3)nc2c1 | 1.1
CC(=O)Nc1ccc2c(c1)n(C)c(=O)n2C | 0.64
Cc1ccc(NC(=O)Cn2nc(C)c3ccccc3c2=O)cc1 | 0.33
O=C(NCCN1CCOCC1)c1cccc(Cl)c1 | 0.54
Cc1cc(=O)oc(C)c1C(=O)Nc1ccc2ncccc2c1 | -2.3
Cc1c(N=C2SCC(=O)N2/N=C/c2ccccc2Cl)c(=O)n(-c2ccccc2)n1C | -0.047
Cn1c(CCNC(=O)c2ccco2)nc2cc(NS(=O)(=O)c3ccc(Cl)cc3)ccc21 | -0.95
CC(=O)N(CCCc1ccc(C(C)(C)C)cc1)CCCN(C)C | 0.66
Cc1cc(C)c(C)c(S(=O)(=O)N2C(=S)NC(=O)C2CC(C)C)c1C (configuration not stated) | -1.5
CCOc1ccc(OCC)c(NC(=O)C2CCCN(S(=O)(=O)c3cccs3)C2)c1 (configuration not stated) | 0.22
CC(=O)NC1=NN(C(C)=O)C2(CCCCC2)S1 | 0.069
N#Cc1ccc(OCC(=O)N2CCN(S(=O)(=O)c3cccs3)CC2)cc1 | -0.1
CC(N=c1ccccn1C(=O)Nc1ccc(F)cc1)c1ccco1 (configuration not stated) | -0.17
CC1CCN(c2nc3c(c(=O)[nH]c(=O)n3C)n2CCCc2ccccc2)CC1 | -5.1*
CCOc1ccc(NC(=O)CN2CCN(CC(=O)Nc3cc(OC)cc(OC)c3)CC2)cc1 | -0.6
CN1CCCCc2c1nc1c(c2N)CCCC1 | 0.6
Cn1c(SCC(=O)OC2CCCCC2)nnc1-c1ccco1 | -0.063
CCOC(=O)C1=C(C)N(CC(C)C)C(=O)/C1=C\c1ccc(OCC(=O)Nc2ccccc2)cc1 | -5.5*
C=CCn1c(SCC(=O)Nc2ccc3c(c2)OCO3)nc2ccccc2c1=O | 0.028
CCOC(=O)N/N=C(/C)c1ccc([N+](=O)[O-])o1 | 0.47
CCC1=C(OC(=O)N(CC)CC)N2C(=O)OC(=NCC3CC3)[C@]2(Cc2ccccc2)[C@H]2C1=CC[C@H]1C(=O)N(c3ccccc3)C(=O)[C@H]12 | -3
COc1nc(-c2ccccc2)ccc1-c1noc(-c2ccccc2)n1 | 0.13
Cc1ccccc1Cn1ccc(NC(=O)c2cnn3c(C(F)(F)F)cc(-c4ccco4)nc23)n1 | -3.2
O=C(NCC1CCS(=O)(=O)C1)NCC1CCS(=O)(=O)C1 (configuration not stated) | -0.023
Cc1cc(C)c2c(N)c(C(=O)Nc3nccs3)sc2n1 | -0.27
CCOC(=O)c1cnn(-c2ccccc2)c1NC(=O)c1ccccc1C | 0.2
COCCN(C(=O)Nc1ccc(OC)cc1OC)C1CCN(C(C)C)CC1 | 0.031
CCc1cccc(CC)c1NC(=O)CSc1nc2ccc(N3C(=O)C4C5C=CC(C5)C4C3=O)cc2s1 (configuration not stated) | -1.3
COc1ccc(/C=N/Nc2ncnc3scc(-c4ccccc4)c23)cc1OC | -0.48
Cc1cc(NC(=O)c2cc(-c3ccco3)on2)n(-c2ccccc2)n1 | 0.65
COC(=O)[C@@H]1C[C@]2(OC(=O)c3ccccc3)C=CC(=O)C[C@@H]2N1C(=O)OCc1ccccc1 | -0.17
COc1cc(C(=O)Nc2ccc(NC(=O)C3CC3)nc2)cc(OC)c1OC | -2.6
CCSc1cc(N2CCCC2)nc(-c2ccc(F)cc2)n1 | 0.16
CC1(C)CC(=O)C2=C(C1)Nc1ncnn1C2c1ccccn1 (configuration not stated) | 1.1
COC(=O)c1sc(S(=O)(=O)N2CCN(c3ccc(OC)cc3)CC2)c(C(=O)OC)c1C | 0.063
COc1cccc(-c2nnc(Nc3nc4c(F)cccc4s3)o2)c1 | -0.24
CCOc1cc(C2C(C(=O)c3ccco3)=C(O)C(=O)N2CCc2ccccc2)ccc1O (configuration not stated) | -0.04
N#Cc1nc(Cc2ccccc2)oc1NCc1ccccc1 | -5.4*
O=C(CCN1C(=O)c2ccccc2C1=O)NCCC1=CCCCC1 | 0.58
CCOC(=O)c1cnc(SCc2nc(N)nc(Nc3ccc(F)cc3)n2)nc1N | -2.3
Cc1noc(C)c1-c1ccc2nc[nH]c(=O)c2c1 | 0.42
CCOC(=O)c1nn(-c2ccc(C)c(C)c2)c(=O)c2c(N)scc12 | 0.019
Cc1ccc(Cn2ccc(NC(=O)c3noc4c3CCc3ccccc3-4)n2)cc1 | 1
O=C(Nc1ccc(Oc2ccccc2)cc1)C1CCN(c2c3c(nc4ncnn24)CCC3)CC1 | 0.73
CC(C)(C)NC(=O)C1Cc2ccccc2CN1C(=O)Nc1ccccc1Cl (configuration not stated) | 1
COc1cc(C(CC(=O)N2CCCC2)c2c(OC)cc(OC)c3ccc(=O)oc23)cc(OC)c1OC (configuration not stated) | 0.38
CCCCOc1ccc(CSc2n[nH]c(C)n2)cc1 | -0.55
Cn1nnc(NC(=O)c2ccc(C(C)(C)C)cc2)n1 | 0.026
CCCCNC(=O)c1ccccc1NC(=O)c1ccccc1N(C)S(C)(=O)=O | -0.48
O=C(c1ccc(Br)cc1)N(C1=NCCCCS1)c1ccccc1 | 0.05
CCn1c(SCCOc2ccc(Cl)cc2)nnc1-c1cccs1 | -5.2*
Cc1ccc(C(C(=O)NCc2ccco2)N(CCc2ccccc2)C(=O)Cn2nnc3ccccc32)o1 (configuration not stated) | -5.6*
CCC(C)NC(=O)COc1ccc(S(=O)(=O)N2CCOCC2)cc1 (configuration not stated) | 1.3
Cc1cccc(N2CCN(C(c3cccs3)c3nnnn3C(C)(C)C)CC2)c1C (configuration not stated) | -6.4*

# Continuation:
Structure | Cav3 T inh
CC(C)C(=O)Nc1ccc([N+](=O)[O-])c(C(F)(F)F)c1 | 0.00062
COc1ccc(-c2cc(C(=O)NCc3cccnc3)no2)cc1OC | 0.37
COc1ccc(CCNC(=S)Nc2cccc(C)c2)cc1 | -0.73
CCOC(=O)N1CCC(N2Cc3cccc(C(=O)Nc4ccc(OC)c(OC)c4)c3C2=O)CC1 | -0.51
C=CCn1c(=O)c(C(=O)NCCNCC)c(O)c2ccccc21 | -0.059
CCC(C)[C@H](NC(=O)N1CCCC1)C(=O)O (some centres not stated) | 1.4
COCCNc1c(-c2ccc(O)cc2)nc2ccc(Cl)cn12 | -0.021
COc1cc2c(cc1OC)CN(C(=O)CCCN1C(=O)c3ccccc3C1=O)CC2 | 1.5
COc1ccccc1-n1nnnc1SCC(=O)Nc1ccccn1 | -0.097
NC(=O)C1CCN(c2nc(-c3ccccc3)nc3c2oc2ccccc23)CC1 | -1.9
Cn1c(SC/C=C/c2ccccc2)nnc1-c1cnccn1 | -1.2
O=C(NCCc1ccccc1)[C@@H]1CC=C[C@@H]2CCN(Cc3ccc(Cl)c(Cl)c3)C(=O)[C@@H]21 | -2.2
Cn1cc([N+](=O)[O-])c(C(=O)N/N=C/c2ccccc2)n1 | 0.15
O=C(CCn1c(=O)c2sccc2n(Cc2cc(=O)n3ccccc3n2)c1=O)NCc1ccco1 | 0.64
CC1=C(C(=O)OCc2ccc3c(c2)OCO3)C(c2ccccc2)NC(=O)N1 (configuration not stated) | -3.6

# Reprinted from the part before: 3 entries; new compounds follow.
Structure | Cav3 T inh
Cn1cc([N+](=O)[O-])c(C(=O)N/N=C/c2ccccc2)n1 | 0.15
O=C(CCn1c(=O)c2sccc2n(Cc2cc(=O)n3ccccc3n2)c1=O)NCc1ccco1 | 0.64
CC1=C(C(=O)OCc2ccc3c(c2)OCO3)C(c2ccccc2)NC(=O)N1 (configuration not stated) | -3.6
O=C(NCc1ccc(C(F)(F)F)cc1)C1CC(c2c(Cl)cccc2Cl)=NO1 (configuration not stated) | -2.6
CC(C(=O)Nc1ccccc1C(=O)N1CCOCC1)N(c1ccccc1)S(C)(=O)=O (configuration not stated) | 0.48
N[C@@H]1CONC1=O | 0.87
S=c1[nH]nc(-c2ccco2)n1/N=C/c1ccc(Cl)cc1Cl | 0.049
O=C(NCc1ccccn1)c1cn(CCc2ccccc2)nn1 | 0.58
Cc1nc(N)[nH]c(=O)c1CCC(=O)OCC(C)C | 0.59
COc1ccc(C(=O)COC(=O)C(C(C)C)N2C(=O)C3C4C=CC(C4)C3C2=O)cc1 (configuration not stated) | -1.5
COC(=O)[C@H](CCSC)NC(=O)NCc1cccs1 | -0.049
Cc1ccc(O)c(C(=O)c2cc(C#N)c(=O)n(-c3c(C)n(C)n(-c4ccccc4)c3=O)c2)c1 | 0.028
COC(=O)c1cc2ccsc2n1CC(=O)NCC1CCCO1 (configuration not stated) | 0.029
O=C(CN(c1ccccc1)S(=O)(=O)c1ccccc1)NCCSCc1ccco1 | -0.86
CCCCCn1c(CN2CCN(C(=O)OCC)CC2)nc2c1c(=O)n(C)c(=O)n2C | -0.27
COCCNC(=O)c1ccccc1NC(=O)c1ccc(Cl)c(S(=O)(=O)Nc2ccc(C)cc2C)c1 | -1.1
Nc1ccc[n+](Cc2ccccn2)c1 | 0.031
O=C(COC(=O)C1(c2ccc(F)cc2)CCCC1)N1CCOCC1 | -0.014

# Structural class, the entries above with a CF3 group (3)
Structure | Cav3 T inh
Cc1ccccc1Cn1ccc(NC(=O)c2cnn3c(C(F)(F)F)cc(-c4ccco4)nc23)n1 | -3.2
CC(C)C(=O)Nc1ccc([N+](=O)[O-])c(C(F)(F)F)c1 | 0.00062
O=C(NCc1ccc(C(F)(F)F)cc1)C1CC(c2c(Cl)cccc2Cl)=NO1 (configuration not stated) | -2.6

# The results go on:
Structure | Cav3 T inh
Cc1nc(-c2cccc(-c3noc(C)n3)c2)no1 | 0.08
CC(C)=CCc1c(O)c(CC=C(C)C)c2occ(-c3ccc(O)cc3)c(=O)c2c1O | -0.84
O=C(Nc1c(C(=O)N2CCOCC2)cnn1-c1ccccc1)c1ccccc1 | 1.1
CSC(=O)CC(=O)NC(=O)c1ccccc1 | -0.46
COc1ccccc1N1C(=O)C2CC=CC(C)C2C1=O (configuration not stated) | -0.38
O=C(c1ccccc1)N1CCN(CC(O)COCC2CC=CCC2)CC1 (configuration not stated) | 0.69
N#CC1=C(N)S[C@@H](C(=O)c2ccc(F)cc2)[C@@H]1c1cccs1 | -4.7*
COc1ccccc1NC(=O)CSc1nnnn1Cc1ccccc1 | -0.48
Cc1cc(C(=O)NCc2ccccc2Br)no1 | 0.14
O=C(NCCCc1ccccc1)c1ccc(Br)o1 | -0.11
Cc1cc(C)n(C/C=C/Cn2nc(C)cc2C)n1 | 0.56
O=C(NCc1ccc2c(c1)OCO2)c1ccc(=O)[nH]c1 | 0.31
O=C(O)Cn1nc(-c2ccccc2)c2ccccc2c1=O | -0.031
O=C(CSc1nnc(-c2ccco2)n1-c1ccccc1)N1CCOCC1 | 0.0088
CCOC(=O)c1nc(N)c(C(=O)OCC)[nH]1 | 0.92
CCOC(=O)N1CCN(CC(=O)Nc2cc3c(cc2C(C)=O)OCO3)CC1 | -2.7
O=C(Nc1ccc2c(c1)CCC2)c1cnccn1 | -0.82
O=C(Nn1cnnc1)c1ccncc1 | -0.0082
O=C(N1CCOCC1)N1CCC(NC(=O)C23CC4CC(CC(C4)C2)C3)CC1 | -0.47
COc1ccc(C2/C=C\CN(CC(C)(C)C)CC(=O)N2Cc2ccc(F)cc2)cc1 (configuration not stated) | 0.51
CCC(C)(C)n1nnnc1C(c1ccccc1F)N1CCC(C(N)=O)CC1 (configuration not stated) | 0.082
COC(=O)Nc1ccc(OC)c(OC)c1 | -0.32
COC(=O)c1cc(=O)n(Cc2ccco2)c(=Nc2ccc(F)c(Cl)c2)s1 | -1.9
Cc1ccccc1-n1c(-c2ccncc2)n[nH]c1=S | 0.28
CC(C)NC(=O)c1ccccc1-c1ccccc1 | -0.36
CC(C)CNC(=O)c1cccc(C(=O)NCC(C)C)c1 | 0.67
Cc1cccc(/C(N)=N/OC(=O)c2ccco2)c1 | 0.48
S=C(NCc1ccccn1)Nc1ccc(Cl)cc1 | -0.0061
Nc1cc(=O)[nH]c(SCC(=O)NCC2CCCO2)n1 (configuration not stated) | -0.98
c1ccc(N2CCN(c3cnccn3)CC2)nc1 | -0.63

# Pulled by compound from the list above, three records:
Structure | Cav3 T inh
O=C(Nn1cnnc1)c1ccncc1 | -0.0082
CCC(C)(C)n1nnnc1C(c1ccccc1F)N1CCC(C(N)=O)CC1 (configuration not stated) | 0.082
Cc1ccccc1-n1c(-c2ccncc2)n[nH]c1=S | 0.28

# Other results.
Structure | Cav3 T inh
C=CCn1c(SCCC#N)nnc1-c1ccncc1 | 0.35
COc1ccc(C2SCC(=O)N2c2c(C)n(C)n(-c3ccccc3)c2=O)c(OC)c1 (configuration not stated) | -0.24
Cc1ccc2[nH]c(-c3ccccc3)c(CN3CCN(C)CC3)c(=O)c2c1 | 1.9
CCC1Oc2ccccc2N(CC(=O)Nc2ccc(OC)cc2OC)C1=O (configuration not stated) | 0.0051
O=C(CSc1ncnc2nc[nH]c12)c1ccc2ccccc2c1 | -0.8
CS(=O)(=O)N(Cc1ccc(Cl)cc1)c1ccc(C(=O)Nc2cccnc2)cc1 | -0.49
COc1ccc(Cl)cc1C(=O)NCC(C)C | -1.8
CCCCCc1cc(=O)oc2c(C(CCN3CCCCC3)c3ccc4c(c3)OCO4)c(OC)cc(OC)c12 (configuration not stated) | -1
COc1ccc(OC)c(C2C(C(=O)Nc3ccccc3OC)=C(C)Nc3nc(CCCO)nn32)c1 (configuration not stated) | -0.7
COC(=O)CCC(=O)OC1(C)C(=O)C=C2C=C(C3CC3)N(CCc3c[nH]c4ccccc34)C=C2C1=O (configuration not stated) | -0.86
CC(C)(C)NC[C@H](O)COc1nsnc1N1CCOCC1 | 0.096

# Only part of the results is shown. The share of hits here may be higher or lower than overall.
